MsrA inhibitor: inhibitors of bovine MsrA; purified bovine MsrA, absorbance read-out; inhibition, % at 15.5 µM; 360,000 compounds, 0.75% hits; AID 651718; in the data active = inhibition above about 4.5%;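 note: 0% = vehicle wells with enzyme and 100% = reference inhibitor wells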
eLon inh: inhibits E. coli Lon protease; AID 602123; 360,000 compounds, 0.42% hits; P0A9M0; purified E. coli Lon protease, fluorescence polarization; inhibition, % at 7.94 µM; in the data active = inhibition above about 13%, passing the limit was not always enough;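 note: 0% = enzyme with probe and DMSO and 100% = no enzyme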
PABP1 MLLE inh: inhibitors of microRNA-mediated deadenylation, human PABP1 MLLE binding. P11940. GST-MLLE / FITC-PAM2 fluorescence polarization. inhibition, % at 20 µM. 360,000 compounds, 0.36% hits; in the data active = inhibition above about 35%, passing the limit was not always enough;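 note: plate controls were DMSO wells with GST-MLLE for no effect and wells lacking GST-MLLE protein for full effect; some results filed as inactive read as strong as hits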
MsrA act: bovine methionine sulfoxide reductase A activation; purified bovine MsrA, absorbance read-out; activation, % at 10.6 µM; 360,000 compounds, 0.3% hits; AID 602163; in the data active = activation above about 7.5%;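 note: 0% = vehicle and 100% = reference activator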
NRP1-CendR mod: alters CendR peptide binding to human NRP-1 | FAM-RPARPAR peptide binding to NRP-1, fluorescence polarization | inhibition, % at 25 µM | 360,000 compounds, 0.85% hits | AID 602438;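 active = inhibition or corrected inhibition above about 18%, plus a signal ratio from 0.5 to 1.5, limit read from the data, passing the limit was not always enough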; note: strong numbers were not always called active
Target sequence (O14786 whole entry, looked up): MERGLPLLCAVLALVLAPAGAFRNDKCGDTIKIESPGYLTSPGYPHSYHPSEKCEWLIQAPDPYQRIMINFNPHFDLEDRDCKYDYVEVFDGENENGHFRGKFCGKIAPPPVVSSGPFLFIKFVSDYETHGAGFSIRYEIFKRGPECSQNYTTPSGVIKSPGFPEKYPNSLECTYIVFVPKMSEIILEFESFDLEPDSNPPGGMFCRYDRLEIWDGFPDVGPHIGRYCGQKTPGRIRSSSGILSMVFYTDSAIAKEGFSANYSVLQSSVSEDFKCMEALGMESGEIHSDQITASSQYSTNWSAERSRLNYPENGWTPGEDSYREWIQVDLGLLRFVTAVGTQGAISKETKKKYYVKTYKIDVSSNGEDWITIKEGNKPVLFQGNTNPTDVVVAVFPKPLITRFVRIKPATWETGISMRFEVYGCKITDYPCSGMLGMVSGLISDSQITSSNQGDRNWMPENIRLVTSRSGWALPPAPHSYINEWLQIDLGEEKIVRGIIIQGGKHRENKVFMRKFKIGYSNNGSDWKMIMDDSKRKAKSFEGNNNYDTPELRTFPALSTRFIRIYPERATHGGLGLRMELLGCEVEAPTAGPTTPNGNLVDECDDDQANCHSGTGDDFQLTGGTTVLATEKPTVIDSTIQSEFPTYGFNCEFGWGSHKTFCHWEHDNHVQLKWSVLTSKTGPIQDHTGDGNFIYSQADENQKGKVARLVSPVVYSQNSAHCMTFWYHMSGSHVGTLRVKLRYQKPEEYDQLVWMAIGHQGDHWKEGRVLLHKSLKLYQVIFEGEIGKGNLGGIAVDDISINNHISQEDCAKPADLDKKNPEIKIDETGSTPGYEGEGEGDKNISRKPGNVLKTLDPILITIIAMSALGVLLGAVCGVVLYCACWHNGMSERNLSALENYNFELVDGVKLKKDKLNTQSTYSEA
SKN-1 block: blocks SKN-1 activity in C. elegans; C. elegans VP596 Pgst-4::GFP/RFP ratio, acrylamide-induced, 24 h; inhibition, % at 21.8 µM; 360,000 compounds, 0.49% hits;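 active = interference check ratio from 0.5 to 1.5 plus GFP to RFP signal ratio inhibition reaching or exceeding a fixed threshold, cut at about 30% in these data, passing the limit was not always enough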; note: some compounds called inactive have numbers as strong as hits
MT1-MMP act inh: blocks activation of human MT1-MMP; GFP/RFP ratio change, % at 20 µM; 360,000 compounds, 0.061% hits; AID 651647; HT1080 RFP-PRO-GFP cells, GFP/RFP ratio fluorescence, overnight; percent of plate control window, DMSO zero; P50281;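 active = GFP/RFP ratio change of at least 30% with cell ATP level not reduced by more than half and red fluorescence within 50% of control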; note: strong numbers were not always called active
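Material – HT1080 RFP-PRO-GFP cells · Control set – DMSO wells and RFP-L50D-GFP cells · Incubation – overnight cell settling, then overnight compound exposure, 37 °C, 5% CO2 · Compound dosing – single-point 20 µM compound, 1% DMSO · Read-out – GFP/RFP fluorescence ratio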
FAS TE block: inhibitors of human fatty acid synthase thioesterase domain | inhibition, % at 15 µM | 360,000 compounds, 0.67% hits | recombinant FAS-TE, OMFH fluorogenic substrate, fluorescence endpoint | AID 602261 | P49327;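 active = compounds whose normalised, plate-corrected inhibition of enzyme fluorescence in the single-dose primary screen is 50% or more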;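 note: 0% = DMSO with enzyme and 100% = substrate without enzyme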
Tb MetRS inh: blocks T. brucei methionyl-tRNA synthetase activity; purified T. brucei MetRS, ATP depletion, Kinase-Glo luminescence; inhibition, % at 11.9 µM; 360,000 compounds, 0.4% hits; AID 624268;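 active = inhibition above a per-plate cutoff of the control wells' mean inhibition plus 3 SD, cut at about 5.5% in these data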;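 note: 0% = DMSO wells median and 100% = median of wells with control inhibitor compound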
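assay system = parasite MetRS enzyme | timing = 15 min preincubation, 2 h reaction, all 25 °C | evaluation = percent inhibition relative to median high and low control wells | medium = HEPES buffer containing pyrophosphatase, BSA, spermine, DTT | compound = single dose, 11.9 µM final nominal, 0.9% final DMSO | detection = Kinase-Glo luminescence, ATP depletion format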
The depositor's hits bear a star; · = not tested or not shown. Compounds as they come (roughly 4% active in at least one column).

SMILES | MsrA inhibitor | eLon inh | PABP1 MLLE inh | MsrA act | NRP1-CendR mod | SKN-1 block | MT1-MMP act inh | FAS TE block | Tb MetRS inh
O=C(CSc1nc2ccccc2c(=O)n1Cc1ccccc1)Nc1ccc(Br)cc1C(=O)O | 0.6 | -1 | -41 | -4 | 5 | 8 | -7 | 30 | 0.2
Cc1ccc(CNC(=O)c2ccc(S(=O)(=O)Nc3c(C)n(C)n(-c4ccccc4)c3=O)cc2)cc1 | -0.2 | -3 | -1 | -8 | 11 | 8 | 4 | 0 | -0.7
CC(CNC(=O)COc1ccc2c(c1)OCO2)c1ccccc1 (stereo not given) | -0.6 | -6 | 11 | -2 | 0 | 2 | -1 | -2 | -0.1
Cc1c2cnn(CC(=O)NC3CCCC3)c(=O)c2c(C)n1Cc1ccccc1 | 3.5 | 12 | 14 | -4 | 9 | 4 | 3 | -2 | -0.3
O=C(NCCC1=CCCCC1)C1CCCN(S(=O)(=O)c2cnc[nH]2)C1 (stereo not given) | -0.3 | -3 | -11 | -4 | 1 | -10 | -1 | -10 | -0.3
O=C(O)c1cc2c(N3CCC(Cc4ccccc4)CC3)ncnc2s1 | 3.4 | -2 | 3 | -6 | 0 | -1 | -3 | 5 | 0.1
c1ccc(CSc2nnc(-c3c[nH]c4ccccc34)o2)cc1 | 0.3 | -5 | -8 | -4 | -31 | 6 | -9 | 21 | 0.7
CCOc1ccc(C(C(=O)NC2CCCC2)N(Cc2ccccc2)C(=O)c2nsc(Cl)c2Cl)cc1 (stereo not given) | -0.6 | -11 | 11 | -6 | 4 | 18 | -55 | 30 | -0.4
COc1ccc(OCC2CNC(=O)O2)cc1 (stereo not given) | -0.9 | -11 | -13 | 2 | -8 | -5 | 1 | -8 | 0.9
O=C1NC(=Nc2ccc(F)cc2)SC1Cc1ccc(F)cc1 (stereo not given) | -1.1 | 3 | -12 | 0 | 5 | -3 | -1 | -7 | 1.8
Cn1c(=O)c2c(nc(CN3CCN(C(=O)c4ccco4)CC3)n2CC(N)=O)n(C)c1=O | -0.5 | -6 | 4 | -8 | 11 | 4 | 2 | -6 | -0.6
CC(=O)c1c(Nc2cccc(F)c2)oc(C)cc1=O | 0.0 | -4 | -1 | -4 | -9 | 9 | 0 | -4 | 0.3
O=C1CCN(Cc2ccccc2)N1 | 0.6 | 9 | 3 | 0 | -2 | 14 | 6 | -3 | -0.4
Cc1c(/C=N\NC(=O)c2csc3ccccc23)cnn1C | 1.7 | -4 | -3 | -12 | -10 | -15 | 2 | -10 | -1.5
O=S(=O)(c1ccc2c(c1)oc1ccccc12)N1CCOCC1 | 0.1 | -4 | 2 | -11 | 8 | -7 | -2 | 4 | -2.9
CC(C)NC(=O)c1ccc2c3n(nc2c1)-c1ccccc1CO3 | 2.1 | -14 | -15 | -1 | -6 | 4 | 2 | 2 | -0.4
CCCc1cc(=O)[nH]c(SCC(=O)c2ccc(S(=O)(=O)N3CCCC3)cc2)n1 | -1.0 | 3 | 29 | 1 | -2 | 16 | 2 | 3 | -0.6
Nc1c(C(O)(C(F)(F)F)C(F)(F)F)cc(C(O)(C(F)(F)F)C(F)(F)F)c2ccccc12 | · | -6 | 8 | -3 | -4 | 13 | -14 | 40 | -0.6
CCCCn1cnc2c(SCc3ccc(Cl)cc3)nc(N)nc21 | -0.3 | 0 | -6 | -3 | 15 | 12 | 3 | 14 | 0.1
FC(F)(F)c1cnc2c(-c3ccccc3)n[nH]c2c1 | 1.9 | -3 | -2 | -4 | 9 | 6 | 0 | -80 | -1.0
O=C(NCCCN1CCCC1=O)C(=O)NCC1OCCN1S(=O)(=O)c1cc(F)ccc1F (stereo not given) | -0.7 | -6 | -1 | -3 | 16 | 0 | 3 | -5 | -0.2
CCOC(=O)c1cn(Cc2cccc(Cl)c2)c2cc(C)nn2c1=O | 0.6 | -2 | 8 | -2 | 2 | 2 | -3 | -3 | -0.2
NC(=O)c1cccc(C(N)=O)n1 | -1.0 | 0 | -1 | -3 | 6 | -9 | -3 | -5 | 0.4
COc1ccc(C(CNC(=O)c2ccc3c(c2)C(=O)N(CCC(C)C)C3=O)N2CCOCC2)cc1 (stereo not given) | 0.9 | 11 | -2 | 0 | -8 | 30 | -3 | 5 | -0.3
Cc1nc(Nc2ccccc2)sc1C(=O)Nc1ccccc1 | 2.7 | -6 | 0 | -3 | 1 | -1 | 2 | 12 | 0.0

(next part)
SMILES | MsrA inhibitor | eLon inh | PABP1 MLLE inh | MsrA act | NRP1-CendR mod | SKN-1 block | MT1-MMP act inh | FAS TE block | Tb MetRS inh
CCOc1ccc(NC(=O)CN(C)C(=O)CCc2nc3ccccc3c(=O)[nH]2)cc1OCC | 1.5 | -8 | 11 | -2 | -12 | 6 | 1 | -7 | 0.0
Cc1ccccc1NC(=O)CC1S/C(=N/c2nccs2)N(C)C1=O (stereo not given) | 1.6 | 1 | -7 | -2 | 2 | 27 | -4 | 1 | 0.1
COC(=O)c1ccc(NC(=O)c2cccc(NC(=O)c3ccccc3)c2)cc1 | -1.1 | 4 | -6 | -2 | 8 | -2 | 7 | -2 | -0.1
CC1(C(=O)NCc2ccc3c(c2)OCO3)CCN1C(=O)Cc1cccc2ccccc12 (stereo not given) | -0.6 | 13 | 3 | -5 | -1 | 1 | -4 | -7 | -0.1
O=C(COC(=O)C1=COCCO1)NC1CCCCC1 | 0.2 | -12 | 2 | -8 | -2 | -7 | 2 | -8 | -0.5
COc1ccc2oc(C(=O)OCC(=O)Nc3cccc(S(=O)(=O)N4CCOCC4)c3)c(C)c2c1 | -0.8 | -4 | -50 | -5 | -2 | 7 | 6 | 15 | -0.5
Fc1ccc(-c2cc(-c3ccccc3)nc(-n3cccn3)n2)cc1 | -1.7 | 9 | 5 | -1 | -6 | 11 | -8 | 35 | 0.2
CCc1nnc(NC(=O)Cc2ccc(OC)cc2)s1 | 1.2 | -8 | -9 | 2 | 6 | 25 | 4 | 0 | -0.8
NC(=O)c1cc2cc(Cl)ccc2oc1=Nc1cccc(C(F)(F)F)c1 | 0.4 | -11 | 4 | -4 | -6 | -7 | 4 | 0 | -0.1
CCC(C)(C)N1CC(=O)N(Cc2ccccc2)C(c2ccc(OC)cc2)C1=O (stereo not given) | -0.7 | 1 | -3 | -4 | 5 | 0 | 2 | -2 | -0.3
COC(=O)[C@@]1(Cc2ccc(F)cc2)[C@H]2c3cc(C(=O)N(C)C)n(C)c3C[C@H]2CN1C(=O)c1ccccc1 | 0.3 | 9 | · | -5 | 11 | 5 | 1 | -10 | -1.2
CC(C)(C)c1ccc(/C=C/C(=O)NC2=NCCS2)cc1 | 1.6 | 2 | -15 | -1 | -10 | 16 | 7 | -38 | -1.4
O=C(CSc1cccc[n+]1[O-])NCCCc1ccccc1 | -1.1 | -4 | -13 | -2 | 4 | -6 | -3 | -2 | -0.2
Cc1ccc(NC(=S)N2CCC(O)CC2)c(C)c1 | -0.1 | 6 | -27 | -10 | 0 | -14 | -2 | -12 | -1.2
Cc1ccc(C)c(OCc2nnc(SCC(=O)NCc3ccc4c(c3)OCO4)o2)c1 | 1.4 | 2 | -24 | -2 | 6 | -4 | 1 | 12 | -0.2
CC(C)NC(NC(=O)Cc1ccccc1)C(Cl)(Cl)Cl (stereo not given) | 0.9 | -1 | -5 | -6 | -6 | 21 | 2 | -10 | -0.6
COc1ccc(-n2c(=O)[nH]cc(C(=O)Nc3ccc4c(c3)OCCO4)c2=O)cc1 | -0.2 | -10 | 9 | -1 | -1 | 11 | -1 | -24 | -0.4
COc1cccc(NC(=O)C(NC2CCCC2)c2ccccc2)c1 (stereo not given) | 0.1 | -3 | 11 | -1 | 1 | 0 | -4 | -1 | -0.3
CCN1CCN(C(=O)Nc2ccc(OC)cc2OC)CC1 | -0.2 | -1 | 3 | -4 | -4 | 7 | -1 | -9 | -0.7
CSc1ccccc1NC(=O)N1CCCC(C(=O)c2ccc3c(c2)OCO3)C1 (stereo not given) | 1.2 | 1 | -2 | -3 | -9 | 4 | -2 | 7 | 0.1
NC(=S)NN=C1c2ccccc2-c2c(F)c(F)c(F)c(F)c21 | -0.4 | -13 | 30 | 0 | -9 | 4 | -10 | 8 | -0.6
C/C(=N/NC(=O)c1ccc(C)s1)c1ccncc1 | 1.5 | -6 | -4 | -2 | 6 | 0 | -4 | 0 | -0.2
O=C(O)Cc1coc(-c2ccc(F)cc2)n1 | 0.1 | -8 | 15 | -5 | 10 | -21 | -3 | -10 | -1.1
COC(=O)[C@@H](Cc1c[nH]c2ccccc12)NC(=O)CNC(=O)c1ccccc1OC | 0.4 | 3 | -5 | -2 | 13 | 17 | -1 | -10 | -0.5
NS(=O)(=O)c1ccc(N=Nc2c[nH]c(=O)c(O)c2)cc1 | -0.1 | 23 | 102 | 0 | -69 | 35 | -21 | -1 | 1.9

Looked up by compound from the entries so far:
SMILES | MsrA inhibitor | eLon inh | PABP1 MLLE inh | MsrA act | NRP1-CendR mod | SKN-1 block | MT1-MMP act inh | FAS TE block | Tb MetRS inh
CCN1CCN(C(=O)Nc2ccc(OC)cc2OC)CC1 | -0.2 | -1 | 3 | -4 | -4 | 7 | -1 | -9 | -0.7
CC(C)NC(NC(=O)Cc1ccccc1)C(Cl)(Cl)Cl (stereo not given) | 0.9 | -1 | -5 | -6 | -6 | 21 | 2 | -10 | -0.6
Cc1ccc(NC(=S)N2CCC(O)CC2)c(C)c1 | -0.1 | 6 | -27 | -10 | 0 | -14 | -2 | -12 | -1.2

Following part.
SMILES | MsrA inhibitor | eLon inh | PABP1 MLLE inh | MsrA act | NRP1-CendR mod | SKN-1 block | MT1-MMP act inh | FAS TE block | Tb MetRS inh
Cc1nnc(NC(=O)C2CCN(c3cnccn3)CC2)s1 | 1.6 | 2 | 1 | -2 | 0 | 32 | 4 | -4 | -0.7
CCCNC(=O)c1cc(C2CCCCN2C(=O)CCCc2ccccc2)on1 (stereo not given) | 0.0 | 0 | 20 | -1 | -12 | 12 | -3 | -6 | -0.3
CC(NC(=O)c1cc(COc2ccc(-n3cncn3)cc2)on1)c1ccc(F)cc1 (stereo not given) | -0.3 | 0 | 13 | -3 | 7 | -1 | 0 | -3 | 0.1
O=P(OC1CCCCC1)(OC1CCCCC1)C(O)c1c(Cl)cccc1Cl (stereo not given) | 0.7 | -9 | 12 | -9 | 8 | 6 | -2 | 7 | -1.0
CC(=O)NC(c1cccc([N+](=O)[O-])c1)c1ccc2cccnc2c1O (stereo not given) | 0.5 | 1 | -50 | 2 | 14 | 2 | 13 | 21 | -0.2
CCOc1ccc(-c2nc(S(=O)(=O)c3ccccc3)c(NCc3cccnc3)o2)cc1 | 0.1 | -3 | 4 | -3 | 2 | 1 | 1 | -3 | -0.2
O=C(N/N=C/C=C\c1ccco1)c1cccnc1 | 2.8 | 8 | 2 | -13 | -12 | 2 | -2 | -19 | -0.6
COc1ccc(S(=O)(=O)N2CCC(C(=O)N[C@H](C(=O)N3CCCCCC3)C(C)C)CC2)cc1 | 0.6 | 8 | -5 | -1 | -4 | 0 | 0 | -6 | 0.0
CCc1nnc(NS(=O)(=O)c2ccc(Nc3ccc([N+](=O)[O-])c4nonc34)cc2)s1 | 2.2 | 10 | -90 | 1 | -99 | 51* | 2 | -3 | 7.0*

High-throughput results (PubChem BioAssay)
